Bioassay records deposited in PubChem BioAssay by The Scripps Research Institute Molecular Screening Center.
ssDAF-12 act: activates DAF-12 receptor from parasite S. stercoralis | HEK293 ssDAF-12/GRIP1 lit1-tk-luc reporter, luminescence; % of 3 µM dafachronic acid response | activation, % at 6.8 µM | actives 1% (n = 370,000);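 active means activation above the mean over all tested compounds plus 3 SD, cut at about 0.9% in these data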;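 further: 0% = DMSO-only wells and 100% = 3 µM delta7-dafachronic acid wells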
PLC-gamma1 inh: blocks human PLC-gamma1 enzyme activity; AID 720700; actives 0.84% (n = 370,000); P19174; inhibition, % at 12.2 µM; purified PLC-gamma1, fluorogenic substrate, fluorescence; in the data active means inhibition above about 9.5%
DAX1 inh-1: blocks DAX1 repression of SF-1 activated StAR promoter. HEK293T StAR-luciferase reporter, SF-1/DAX-1 repression relief. inhibition, % at 6.8 µM. actives 1.1% (n = 370,000). AID 652010;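 active means inhibition above the mean over all tested compounds plus 3 SD, cut at about 3.6% in these data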;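 further: 0% = DAX-1 cells with DMSO and 100% = cells lacking DAX-1 with DMSO; higher inhibition means more luminescence from relief of DAX-1 repression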
DAX1 inh-2: NR0B1 (DAX1) inhibition; HEK293 Gal4-DAX1 luciferase reporter, luminescence; actives 0.99% (n = 340,000); P51843; inhibition, % at 6.75 µM; AID 504766;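 active means inhibition above the mean over all tested compounds plus 3 SD, cut at about 4.2% in these data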;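 further: 0% = DAX1-transfected cells with DMSO and 100% = empty-vector control cells with DMSO; inhibition shows as a rise in luminescence from relieved DAX1 repression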
Target sequence (P51843 207-470 limits assumed): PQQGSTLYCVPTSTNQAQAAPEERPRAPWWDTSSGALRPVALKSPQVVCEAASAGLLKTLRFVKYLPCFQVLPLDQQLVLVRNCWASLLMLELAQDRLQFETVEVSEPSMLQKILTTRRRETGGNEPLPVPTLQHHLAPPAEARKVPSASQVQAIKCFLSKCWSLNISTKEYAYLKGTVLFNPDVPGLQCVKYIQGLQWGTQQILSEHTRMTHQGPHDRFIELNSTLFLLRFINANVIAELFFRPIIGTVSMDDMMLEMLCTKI
ADAM10 inh: ADAM10 inhibition, QFRET primary screen | O14672 | recombinant ADAM10, EDANS/DABCYL FRET peptide cleavage, 3 h | inhibition, % at 7 µM | actives 0.62% (n = 370,000);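 active means inhibition above a per-campaign cutoff equal to the mean of compounds falling between control-based bounds plus 3 SD, cut at about 20% in these data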;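 further: 0% = DMSO wells while the 100% control is not disclosed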
ADAM17 inh: ADAM17 inhibition, QFRET primary screen | recombinant ADAM17, EDANS/DABCYL FRET peptide cleavage | inhibition, % at 6.95 µM | actives 0.83% (n = 370,000) | P78536 | AID 720648;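 active means inhibition above the mean of compounds lying between control limits plus 3 SD, set per campaign, cut at about 8.5% in these data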;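 further: 0% = DMSO-only wells as the low control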
Target sequence (P78536 215-824 limits assumed): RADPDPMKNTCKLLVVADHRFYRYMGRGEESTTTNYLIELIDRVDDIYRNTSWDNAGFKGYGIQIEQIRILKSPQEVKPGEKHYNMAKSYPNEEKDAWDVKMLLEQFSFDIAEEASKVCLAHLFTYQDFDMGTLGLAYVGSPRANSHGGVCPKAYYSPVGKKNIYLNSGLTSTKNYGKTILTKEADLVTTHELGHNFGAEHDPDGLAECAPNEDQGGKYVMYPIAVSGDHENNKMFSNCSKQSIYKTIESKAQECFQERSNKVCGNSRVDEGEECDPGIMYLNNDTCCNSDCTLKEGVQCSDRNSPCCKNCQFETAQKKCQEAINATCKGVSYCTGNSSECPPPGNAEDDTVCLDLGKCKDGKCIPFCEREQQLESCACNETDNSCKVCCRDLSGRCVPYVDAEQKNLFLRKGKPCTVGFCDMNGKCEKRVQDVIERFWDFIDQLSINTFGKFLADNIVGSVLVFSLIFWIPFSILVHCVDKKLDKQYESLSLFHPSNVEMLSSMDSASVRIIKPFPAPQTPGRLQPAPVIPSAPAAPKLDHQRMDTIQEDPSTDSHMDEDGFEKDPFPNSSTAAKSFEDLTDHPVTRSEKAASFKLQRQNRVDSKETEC
hgDAF-12 ag: hgDAF-12 agonism, primary luciferase screen. activation, % at 6.8 µM. HEK293 GAL4-hgDAF12 UAS-luciferase reporter, agonist luminescence; normalized to butyrate control. AID 687014. actives 1.8% (n = 370,000);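 active means activation above a cutoff set at the mean of all screened compounds plus 3 SD, cut at about 10% in these data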;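 further: 0% = DMSO wells and 100% = sodium butyrate wells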
hcDAF-12 act: activators of H. contortus DAF-12 nuclear receptor. HEK293 hcDAF-12 lit1-tk-luc reporter, luminescence; 0% DMSO, 100% Δ7-dafachronic acid. actives 1.4% (n = 370,000). activation, % at 6.8 µM;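 active means activation above the mean of all tested compounds plus 3 SD, cut at about 5.5% in these data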;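 further: 100% = response to 3 µM Δ7-dafachronic acid high control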
GAA850 FXN act: increases GAA850 frataxin promoter reporter activity; activation, % at 6 µM; actives 0.56% (n = 360,000); HEK293 lucGAA850 FXN promoter luciferase reporter, 24 h; percent of 10 µM SAHA response;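 active means activation above the average of all compounds screened plus 3 SD, cutoff fixed separately per campaign, cut at about 7.5% in these data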;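 further: 0% = DMSO wells and 100% = 10 µM SAHA wells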
HGIII-sPLA2 inh: Blocks human group III sPLA2 activity. actives 0.56% (n = 370,000). Q9NZ20. inhibition, % at 12.2 µM. QFRET BODIPY PC-A2 liposome hydrolysis, fluorescence;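 active means inhibition above mean plus 3 SD of compounds lying within the high and low control bounds, cut at about 19% in these data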;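 further: 0% = median of test compound wells and 100% = no enzyme DMSO wells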
PLC-beta3 inh: blocks human PLC-beta3 enzyme activity | Purified PLC-beta3, fluorogenic substrate, fluorescence | actives 0.18% (n = 370,000) | Q01970 | inhibition, % at 12.2 µM; in the data active means inhibition above about 11%;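 further: 0% = median of compound wells on plate and 100% = full blocker control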
Numbers without * were called inactive; nt = not tested or not shown.

SMILES | ssDAF-12 act | PLC-gamma1 inh | DAX1 inh-1 | DAX1 inh-2 | ADAM10 inh | ADAM17 inh | hgDAF-12 ag | hcDAF-12 act | GAA850 FXN act | HGIII-sPLA2 inh | PLC-beta3 inh
CCOc1ccc(NC(=O)c2ccc(OCC3CCCO3)cc2)cc1S(=O)(=O)N(CC)CC (centres undefined) | -1.8 | -2 | -3.5 | -2.0 | -7 | -1 | -2.9 | -1.9 | 1.7 | -8 | -8
COc1ccccc1N(CC(=O)NCCSCc1ccccc1)S(=O)(=O)c1ccc(C)cc1 | -1.1 | 0 | 0.0 | -0.1 | 7 | 0 | 3.3 | -1.7 | -3.5 | -5 | -7
Cc1cccc(NC(=O)CCc2ccc(S(=O)(=O)NC3CCCCC3)cc2)c1 | -1.1 | 5 | -0.1 | -0.5 | 12 | 8 | -1.0 | -1.6 | 0.9 | -24 | 7
CC1CCN(C(=O)CSc2nnc(-c3cccs3)o2)CC1 | -0.8 | 6 | 0.8 | 0.8 | -3 | 0 | 2.7 | -1.2 | -0.5 | 8 | -2
Cc1ccc(S(=O)(=O)N2CCC(C)CC2)cc1C(=O)NCCN1CCOCC1 | -0.9 | 2 | 0.2 | 1.0 | 2 | -1 | -2.0 | -1.4 | 0.9 | 2 | -3
COc1cc2c3c(c1OC)C1(C=CC(=O)C=C1)CC3N(C(=O)c1ccccc1)CC2 (centres undefined) | -1.6 | -2 | -0.8 | 0.6 | -3 | -1 | -1.5 | -0.2 | -1.6 | -2 | 1
Cc1ccc(-n2c(C)n[nH]c2=S)cc1C | -1.7 | 6 | -0.3 | -0.6 | -1 | -1 | -2.4 | -2.6 | 2.6 | 9 | 0
CCOc1ccc(NC(=O)CN(C)C(=O)C2CCN(c3ncnc4sc(C)c(C)c34)CC2)cc1OCC | -1.1 | 1 | -0.9 | -0.5 | -9 | 1 | 0.2 | -2.9 | -3.8 | -17 | -5
CC(OC(=O)c1cc2sccc2n1C)C(=O)NC(C)(C)C (centres undefined) | -1.7 | 0 | -0.8 | -1.1 | 13 | 0 | -2.6 | -0.1 | 1.0 | 4 | 7
O=C(Nc1ccc(OC(F)(F)F)cc1)C1CCCN(S(=O)(=O)c2cccnc2)C1 (centres undefined) | -1.8 | -1 | -1.2 | -1.8 | 2 | 0 | 2.2 | -2.7 | 1.1 | -13 | 1
O=C(c1cnc2n(c1=O)CCS2)N1CCc2ccccc21 | -0.7 | 2 | -0.6 | 1.4 | 9 | 0 | 1.5 | 0.6 | 0.6 | -3 | 6
O=C(CCN1C(=O)S/C(=C/c2ccc(Cl)cc2)C1=O)N1CCOCC1 | -1.2 | 7 | 0.8 | 0.7 | -8 | -3 | -0.5 | -0.1 | 0.2 | 7 | -2
O=C(Nc1ccccc1)OCCOc1ccc(Cl)cc1Cl | -1.6 | 6 | 0.2 | -0.5 | 32* | 12* | 1.2 | -1.4 | 1.2 | -16 | 7
O=C1NC[C@H](c2ccccc2)OC(=O)[C@@H](Cc2ccc(F)cc2)C/C=C\C[C@H]1CC(=O)N(CCO)Cc1ccccc1 | -1.7 | 6 | -1.6 | -2.9 | 17 | 7 | -5.8 | -3.4 | -10 | -49 | 5
CCc1cc[n+](-c2nc3ccccc3nc2[N-]S(=O)(=O)c2ccc(Br)s2)cc1 | -0.3 | -59 | -0.6 | -0.7 | -9 | -7 | 2.2 | -0.6 | 1.4 | -28 | -58
COc1ccc(C2C(C#N)=C(N)OC3=C2C(=O)CCC3)cc1Cn1cc([N+](=O)[O-])cn1 (centres undefined) | -1.0 | 0 | -0.4 | -0.8 | 6 | 0 | 0.3 | -1.4 | -0.7 | 1 | 1
O=C(Nc1ccc(Cl)cc1C(=O)N1CCCC1)c1cccc([N+](=O)[O-])c1 | -2.0 | 3 | -0.4 | 0.3 | 2 | 1 | -0.6 | -0.2 | 0.0 | -4 | 5
COc1ccc(C2C3C(C)=NN=C3CC(C)(O)C2C(C)=O)cc1 (centres undefined) | -1.8 | 4 | 0.0 | 0.8 | 1 | 2 | -2.8 | -0.8 | -2.4 | 6 | 1
CCNC(=O)C1(C)CCCN1C(=O)c1ccc(N(C)C)cc1 (centres undefined) | -0.9 | 0 | -1.1 | nt | -5 | -6 | -2.7 | -1.2 | 1.9 | 16 | 3
COc1ccc(NC(=O)Cc2nnc(SCC(=O)Nc3ccc(F)cc3)n2C)cc1 | -1.0 | 1 | -0.1 | -1.0 | 5 | -1 | 4.4 | 0.4 | 0.2 | -4 | -5
Cc1cc(C)n2nc(SCC(=O)N(Cc3ccccc3)C3CCS(=O)(=O)C3)nc2n1 (centres undefined) | -1.4 | 0 | 0.1 | 1.5 | -4 | -5 | 1.1 | 1.9 | 0.6 | 3 | 0
CC1CN(c2ccc(C(F)(F)F)cc2[N+](=O)[O-])CCN1S(C)(=O)=O (centres undefined) | -1.4 | 2 | -0.3 | -1.8 | 0 | 1 | -3.3 | -2.9 | -0.8 | -1 | 1
Nc1ccccc1Nc1cccc(C(F)(F)F)c1 | -1.8 | -6 | -1.0 | -2.7 | -10 | -5 | -6.5 | -2.1 | 8.7* | -2 | -7
CN(CCC(=O)Nc1cc(S(=O)(=O)N(C)C)ccc1Cl)CC(=O)Nc1ccc(F)cc1 | -1.5 | 3 | -0.3 | -0.6 | 8 | 1 | -2.0 | 0.0 | 2.6 | -5 | -2
CC(C)(C)N(Cc1cn(Cc2ccccc2)nn1)S(=O)(=O)c1ccccc1Br | -1.2 | 7 | 0.0 | nt | 9 | 6 | 3.2 | -0.6 | nt | 6 | 4

Shown as a hit in ADAM17 inh, of those listed so far:
| SMILES | ssDAF-12 act | PLC-gamma1 inh | DAX1 inh-1 | DAX1 inh-2 | ADAM10 inh | ADAM17 inh | hcDAF-12 act | HGIII-sPLA2 inh | PLC-beta3 inh |
| --- | --- | --- | --- | --- | --- | --- | --- | --- | --- |
| O=C(Nc1ccccc1)OCCOc1ccc(Cl)cc1Cl | -1.6 | 6 | 0.2 | -0.5 | 32* | 12* | -1.4 | -16 | 7 |

(list continues)
SMILES | ssDAF-12 act | PLC-gamma1 inh | DAX1 inh-1 | DAX1 inh-2 | ADAM10 inh | ADAM17 inh | hgDAF-12 ag | hcDAF-12 act | GAA850 FXN act | HGIII-sPLA2 inh | PLC-beta3 inh
O=C(c1cccc(F)c1)N1CCCN(C(=O)c2cccc(F)c2)CC1 | -0.7 | 0 | 0.3 | 0.9 | 0 | -7 | 0.2 | -1.5 | 0.8 | 9 | 2
COc1ccc(NC(=O)c2sc(=O)n(Cc3cccc(C(F)(F)F)c3)c2C)cc1OC | -1.7 | -3 | -0.8 | nt | 6 | 5 | -4.2 | -3.3 | -1.1 | -2 | -2
CC(Sc1nnc(-c2ccccc2F)n1C1CC1)C(=O)NCc1ccco1 (centres undefined) | -1.2 | 4 | 0.6 | 0.1 | -15 | -6 | -1.5 | -1.3 | 2.3 | 12 | -74
COc1ccc2[nH]cc(CCNC(=O)COc3ccc4ccc(=O)oc4c3)c2c1 | -1.7 | 3 | -0.6 | -0.1 | -18 | -1 | -2.3 | -0.4 | -0.9 | -16 | 1
Cn1cccc1C(=O)NCCc1ccccc1 | -0.4 | 3 | 2.3 | 0.3 | 6 | -2 | 13* | 4.2 | 1.6 | 10 | -8
CCCn1c(SCC(=O)c2ccc(CC)cc2)n[nH]c1=O | -0.5 | 4 | 0.8 | 0.5 | 9 | 4 | -0.7 | -0.4 | -0.3 | -35 | 4
CCCNC(=S)Nc1ccc(F)cc1F | -1.3 | 0 | 0.2 | nt | -5 | 1 | 0.3 | -0.4 | 0.6 | 14 | -4
O=C(NS(=O)(=O)Nc1ccc(Br)cn1)c1c[nH]c2ccccc12 | -0.1 | 1 | -0.2 | -0.1 | 1 | -6 | 1.7 | 4.0 | 1.0 | 5 | -7
CC(NC(=O)CN1CCN(c2ncccn2)CC1)c1ccc(F)cc1 (centres undefined) | -1.4 | 4 | -0.2 | 0.5 | -3 | 0 | -1.6 | -1.4 | 1.6 | 4 | 6
CC(C)[C@H](NC(=O)c1ccccc1)C(=O)OCC(=O)c1ccc(S(=O)(=O)N2CCCCC2)cc1 | -0.7 | 2 | 2.2 | 0.3 | 6 | 3 | -2.2 | -0.9 | -0.1 | -46 | 0
Cc1cc2c(o1)CC(C)(C)CC2=O | -0.8 | 1 | 0.2 | -0.6 | -6 | -7 | -1.7 | 0.3 | 2.2 | 7 | -1
CCOC(=O)c1c(C)[nH]c(C(=O)OCC(=O)c2ccc(OC)cc2OC)c1C | -1.1 | -1 | -0.6 | -1.3 | 2 | -2 | -0.9 | -1.7 | -1.7 | -4 | -6
COc1ccc(Cl)cc1NC(=O)Nc1cc(C)on1 | -0.4 | 2 | -1.5 | 0.6 | 0 | -2 | 0.2 | 4.8 | -1.4 | -1 | -6
Oc1cc(Cc2ccccc2)cnc1CN1CCOCC1 | -0.2 | -4 | -0.2 | 0.5 | -2 | -3 | 0.3 | -0.5 | 3.3 | 3 | -1
Cc1cc(-c2cc(C(=O)NCc3ccccc3)on2)nc(S(C)(=O)=O)n1 | -1.5 | 2 | 0.0 | -0.4 | 0 | -3 | -2.4 | -1.8 | 9.7* | 4 | 2
CCOC(=O)CC1C(=O)NCCN1C(=O)c1ccc(C)cc1 (centres undefined) | -1.5 | -1 | 0.3 | 1.2 | -11 | -4 | -2.1 | -0.4 | 0.9 | 2 | -7
N#Cc1ccc(C(=O)Nc2cc(C3CC3)nn2-c2ccccc2)cc1 | -1.3 | 0 | -0.2 | -0.2 | -3 | -7 | 0.9 | 0.5 | 0.9 | -1 | 4
COCCNC(=O)C1CCCN(C(=O)c2oc3ccccc3c2C)CC1 (centres undefined) | -1.4 | -2 | 1.6 | nt | -2 | -2 | 1.6 | 1.8 | 0.5 | 3 | 1
CCCOC(=O)c1ccc(NC(=O)c2ccc(Br)o2)cc1 | -1.4 | 2 | 0.3 | -1.1 | 8 | 2 | 2.8 | -4.1 | 4.2 | -7 | 0
Nc1c(C(=O)NCc2cccnc2)sc(=S)n1-c1ccccc1 | -1.0 | 1 | 0.2 | -0.8 | 2 | 2 | 0.8 | 1.0 | 1.9 | -1 | 6
NC(=O)C1CCN(c2ccc3c(c2)S(=O)(=O)c2ccccc2C3=O)CC1 | -1.9 | -35 | 0.0 | 1.5 | 1 | -4 | -0.9 | -2.3 | 2.5 | 7 | -65
O=C(NCc1ccc(F)cc1)c1cc(C(=O)C2CC2)c[nH]1 | -0.6 | 4 | -0.2 | -0.1 | 5 | -4 | 4.5 | -2.0 | -0.4 | 1 | -1
O=C(CSc1ccc(Br)cc1)NCC(c1ccco1)N1CCCCC1 (centres undefined) | -0.9 | 3 | 1.3 | 0.0 | 6 | 0 | 1.9 | -0.2 | 0.4 | -5 | -11
O=c1[nH]cnc2c1ncn2C1OC(CO)C(O)C1O (centres undefined) | -0.8 | 7 | 0.1 | -0.5 | 6 | -2 | 0.7 | -0.9 | -1.1 | 1 | 3
CC(C)[C@H](NC(=O)c1ccc(Cl)c([N+](=O)[O-])c1)C(=O)NCc1ccc(F)cc1 | -0.9 | 0 | 0.3 | 4.6* | -8 | -1 | 2.3 | 0.7 | -1.4 | 8 | 0
